# Screening data: PubChem, Broad Institute
# IDE exosite FP: exo-site inhibitors of human IDE, primary screen, biochemical, fluorescence anisotropy, probe displacement; hit rate 6.3% among 17,000; z-score at 20 µM; purified IDE, FL-6b probe fluorescence polarization; hits give low values; AID 1259349, 2017; Insulin-degrading enzyme (Homo sapiens), P14735;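 active means z-score of -3 or lower, meaning strong loss of probe binding signal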;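 further: His-tagged human IDE residues 42-1019 made in E. coli with 30 nM FL-6b probe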
# Target sequence (P14735 42-1019 limits assumed): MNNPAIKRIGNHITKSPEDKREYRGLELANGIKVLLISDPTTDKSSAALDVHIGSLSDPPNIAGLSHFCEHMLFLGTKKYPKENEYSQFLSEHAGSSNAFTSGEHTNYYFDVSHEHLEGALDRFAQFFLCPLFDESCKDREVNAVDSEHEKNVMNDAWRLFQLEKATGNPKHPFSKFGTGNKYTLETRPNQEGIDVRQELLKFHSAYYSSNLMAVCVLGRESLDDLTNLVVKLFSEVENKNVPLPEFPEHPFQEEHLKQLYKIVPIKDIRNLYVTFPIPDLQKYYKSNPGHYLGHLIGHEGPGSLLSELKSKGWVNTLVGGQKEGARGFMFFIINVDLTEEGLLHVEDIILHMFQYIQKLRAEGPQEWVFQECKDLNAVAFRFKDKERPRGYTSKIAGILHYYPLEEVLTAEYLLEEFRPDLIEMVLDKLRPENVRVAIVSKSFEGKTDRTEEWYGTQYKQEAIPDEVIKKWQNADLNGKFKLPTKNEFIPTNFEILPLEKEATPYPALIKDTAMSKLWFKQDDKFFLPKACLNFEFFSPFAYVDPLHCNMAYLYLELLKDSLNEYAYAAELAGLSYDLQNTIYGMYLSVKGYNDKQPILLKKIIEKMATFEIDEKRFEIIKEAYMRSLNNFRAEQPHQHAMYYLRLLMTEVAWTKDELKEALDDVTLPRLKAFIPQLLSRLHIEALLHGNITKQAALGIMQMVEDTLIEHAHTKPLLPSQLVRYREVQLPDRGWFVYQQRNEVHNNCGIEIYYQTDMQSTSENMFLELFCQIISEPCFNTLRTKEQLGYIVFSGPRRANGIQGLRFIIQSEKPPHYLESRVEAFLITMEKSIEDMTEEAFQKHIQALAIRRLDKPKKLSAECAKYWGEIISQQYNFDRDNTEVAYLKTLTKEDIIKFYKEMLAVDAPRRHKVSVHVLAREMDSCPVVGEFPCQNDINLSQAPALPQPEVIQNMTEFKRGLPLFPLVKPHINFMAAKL
# * marks the source's active call; other numbers are inactive results; & = joins results of further samples. An excerpt; rates above refer to the full screens.
IDE exosite FP	mol
0.058	COc1ccc2c3c([nH]c2c1)[C@@H](CO)NCC31CCN(C(=O)Nc2ccccc2F)CC1
-2.4	OC[C@H]1[C@H](c2ccc(/C=C/c3ccccc3)cc2)[C@@H]2CN(Cc3cccnc3)CCCCN12
0.39	O=C(C[C@H]1C=C[C@@H](NC(=O)Nc2ccc3c(c2)OCO3)[C@@H](CO)O1)NCCCN1CCOCC1
2.3	O=C1C[C@H](c2ccccc2)C(=O)N[C@H](c2ccccc2)C/C=C\C[C@H](c2ccccc2)N1
4.1	CC(C)NC(=O)N1CC(=O)N2[C@H](C1)[C@@H](c1ccc(C#CCN(C)C)cc1)[C@@H]2CO
0.75	O=C(C[C@@H]1C=C[C@@H](NC(=O)c2ccc3c(c2)OCO3)[C@H](CO)O1)NC1Cc2ccccc2C1
-1.6	COc1cccc(-c2ccccc2[C@H]2[C@@H](C#N)N(C(=O)Cc3ccccc3)[C@@H]2CO)c1
-0.77	COc1cccc(CNC(=O)C[C@H]2CC[C@H]3[C@@H](COc4ccc(NC(=O)c5cccs5)cc4C(=O)N3C)O2)c1
0.8	Cc1ccccc1S(=O)(=O)N1[C@H](C#N)[C@@H](c2ccc(C#CC3CC3)cc2)[C@@H]1CO
3.6	CCCC#Cc1ccc([C@H]2[C@@H](CO)N3C(=O)CN(C(=O)NCCC)C[C@@H]23)cc1
-0.41	C[C@H]1CCCCO[C@H](CN(C)S(=O)(=O)c2cn(C)cn2)[C@@H](C)CN([C@@H](C)CO)C(=O)c2cc(NC(=O)Nc3cccc4ccccc34)ccc2O1
1.9	O=C(NC[C@@H]1N[C@@H](CO)[C@H]1c1ccccc1)C1CC1
0.64	C[C@@H]1CN([C@H](C)CO)C(=O)c2cccc(NC(=O)c3ccno3)c2O[C@H]1CN(C)S(=O)(=O)c1cccs1
-0.29	CC(=O)N1CCCCN2[C@@H](CO)[C@H](c3ccc(C#Cc4ccccc4F)cc3)[C@@H]2C1
-0.47	CCS(=O)(=O)Nc1ccc2c(c1)C(=O)N(C)[C@@H]1CC[C@H](CC(=O)N[C@H]3CCN(Cc4ccccc4)C3)O[C@@H]1CO2
-1.2	COC(=O)C[C@H]1CC[C@@H]2[C@H](COc3ccc(NS(=O)(=O)c4ccc(C)cc4)cc3C(=O)N2C)O1
-1.1	Cc1ccc(-c2ccccc2[C@H]2[C@@H](C#N)N(C(=O)NC3CCCC3)[C@H]2CO)cc1
2.6	COCC#Cc1ccc([C@@H]2[C@@H](CO)N3CCCCN(Cc4ccncc4)C[C@H]23)cc1
1.2	C/C=C/c1ccc([C@@H]2[C@@H](CO)N3C(=O)CN(C(=O)c4cnccn4)C[C@@H]23)cc1
1.7	CCN(C[C@H]1N[C@H](CO)[C@H]1c1ccc(-c2ccc(F)cc2)cc1)C(=O)COC
-4.2*	C[C@H](CO)N1C[C@H](C)[C@H](CN(C)Cc2ccc(Oc3ccccc3)cc2)Oc2ccc(N(C)C)cc2C1=O
-8.2*	CCCC#Cc1ccc([C@H]2[C@H](CO)N3CCCCN(C(=O)NC4CCCC4)C[C@@H]23)cc1
2.9	C/C=C/c1ccc([C@@H]2[C@@H](CO)N3CCCCN(C(=O)Nc4ccc(F)cc4)C[C@@H]23)cc1
5.6&2.8	Cc1ccccc1S(=O)(=O)N1[C@@H]2CNC[C@H]1C2c1ccc(-c2cncnc2)cc1 (some centres not stated)
5	C/C=C/c1ccc([C@H]2[C@@H](CO)N(C(C)=O)[C@H]2CN(C)S(=O)(=O)CC)cc1
-4.1*	COc1ccc2c3c([nH]c2c1)[C@H](CO)N(Cc1ccccc1Cl)CC31CN(C(=O)C2CC2)C1
0.18	CNC[C@H]1OCc2cnnn2CCCC(=O)N([C@@H](C)CO)C[C@H]1C
-0.45	CO[C@@H]1CN(C)C(=O)c2ccc(NS(C)(=O)=O)cc2OC[C@@H](C)N(S(=O)(=O)CC(F)(F)F)C[C@H]1C
0.74	COc1cccc(C#Cc2ccc([C@H]3[C@@H](CO)N4C(=O)CN(C(=O)c5ccccc5)C[C@@H]34)cc2)c1
-1.4	COc1ccc(C[C@H]2CCn3cc(nn3)COC[C@@H](c3ccccc3)NC2=O)cc1
-5.8*	O=C(C1CC1)N1CC(=O)N2[C@@H](CO)[C@H](c3ccc(C#Cc4cccc(F)c4)cc3)[C@@H]2C1
0.084	O=C(C[C@@H]1CC[C@H](NC(=O)Nc2ccc(C(F)(F)F)cc2)[C@H](CO)O1)NCc1cccc(F)c1
0.24	COc1ccccc1-c1ccc([C@H]2[C@@H](CO)N3CCCCN(C(=O)c4cccnc4)C[C@@H]23)cc1
0.0042	Cc1noc(C)c1S(=O)(=O)Nc1ccc2c(c1)C(=O)N([C@H](C)CO)C[C@H](C)[C@@H](CN(C)C(=O)Nc1cccc3ccccc13)OCCCC[C@H](C)O2
1.3	C[C@H](O)C#Cc1ccc([C@H]2[C@@H](CO)N3CCCCN(C(=O)c4cccc(F)c4)C[C@H]23)cc1
-2.8	O=C(c1ccccc1)N1CC(=O)N2[C@H](CO)[C@H](c3ccc(/C=C/c4ccccc4)cc3)[C@@H]2C1
2.8	CCc1sc(N2[C@H](C#N)[C@H](c3ccccc3-c3cccc(C)c3)[C@H]2CO)nc1C
0.082	COCC(=O)N1CCCCN2[C@H](CO)[C@@H](c3ccc(C#Cc4cccnc4)cc3)[C@@H]2C1
1	N#C[C@H]1[C@@H](c2ccccc2C2=CCCC2)[C@H](CO)N1C(=O)Cc1ccncc1
4.7	COCCN(C[C@H]1N[C@H](CO)[C@H]1c1ccc(-c2ccc(F)cc2)cc1)C(C)=O
-0.34	C[C@H]1CN([C@@H](C)CO)C(=O)c2cc(NC(=O)CCCN(C)C)ccc2O[C@H]1CN(C)Cc1ccc(Cl)c(Cl)c1
-5.3*	O=C(c1ccccc1)N1CC(=O)N2[C@H](CO)[C@H](c3ccc(C#Cc4ccccc4)cc3)[C@H]2C1
4.7	O=S(=O)(c1ccccc1)N1CCCCN2[C@H](C1)[C@H](c1ccc(-c3cncnc3)cc1)[C@@H]2CO
-0.76	COC(=O)c1ccc(CN2CC(=O)N3[C@H](CO)[C@@H](c4ccc(-c5cccnc5)cc4)[C@H]3C2)cc1
1.5	COCC(=O)N1CC2(C1)[C@H](c1ccccc1)[C@H](CO)N2CCC(F)(F)F
-0.6	CCS(=O)(=O)N1CCCCN2[C@@H](CO)[C@@H](c3ccc(C4=CCCC4)cc3)[C@@H]2C1
0.053	COc1ccc(CN2CC3(C2)[C@H](c2ccccc2)[C@@H](CO)N3CC2CCCC2)cc1
0.65	N#Cc1cccc(-c2ccc3c(c2)[C@H]2[C@H](CCN2C(=O)CN2CCOCC2)[C@@H](CO)N3)c1
0.028	COc1ccc2c3c(n(C)c2c1)[C@@H](CO)N(C(C)=O)CC31CCN(C(=O)Nc2ccccc2F)CC1
1.5	O=C(C1CCCCC1)N1CC(=O)N2[C@H](C1)[C@@H](c1ccc(Br)cc1)[C@@H]2CO
3.1	CN(C[C@H]1N[C@@H](CO)[C@@H]1c1ccc(-c2cccnc2)cc1)C(=O)c1ccccc1
0.51	CCCNC(=O)N[C@@H]1C=C[C@H](CC(=O)N2CCN(C)CC2)O[C@H]1CO
1.8	CN(C)CC#Cc1ccc([C@@H]2[C@@H](CO)N3CCCCN(C(=O)Nc4ccccc4F)C[C@H]23)cc1
0.16	N#C[C@H]1[C@@H](c2ccccc2)[C@@H](CO)N1C(=O)c1ccccc1F
4.7	CCC(=O)N1CC(=O)N2[C@H](C1)[C@@H](c1ccc(C#CC(C)C)cc1)[C@@H]2CO
-0.58	O=C(NCC1CC1)[C@H]1[C@H](CO)[C@H]2Cn3c(ccc(-c4cccnc4)c3=O)[C@H]2N1Cc1cocn1
2.3	CCN(C[C@@H]1[C@@H](c2ccccc2)[C@@H](CO)N1S(C)(=O)=O)C(=O)C1CC1
1	COc1ccc(S(=O)(=O)Nc2ccc3c(c2)OC[C@@H](C)N(Cc2cc(F)ccc2F)C[C@@H](C)[C@H](OC)CN(C)C3=O)cc1
0.19	CC(=O)NC[C@@H]1[C@@H](c2ccccc2)[C@@H](CO)N1C(=O)Cc1ccncc1
-0.096	C[C@H]1CN([C@@H](C)CO)C(=O)c2ccccc2-c2ccccc2CO[C@@H]1CN(C)C(=O)[C@H](Cc1ccccc1)N(C)C

# Quoted at random: 3 compounds from above, in no set order.
IDE exosite FP	mol
-5.8*	O=C(C1CC1)N1CC(=O)N2[C@@H](CO)[C@H](c3ccc(C#Cc4cccc(F)c4)cc3)[C@@H]2C1
5	C/C=C/c1ccc([C@H]2[C@@H](CO)N(C(C)=O)[C@H]2CN(C)S(=O)(=O)CC)cc1
-4.2*	C[C@H](CO)N1C[C@H](C)[C@H](CN(C)Cc2ccc(Oc3ccccc3)cc2)Oc2ccc(N(C)C)cc2C1=O

# IDE exosite FP, hit marks shown above.
IDE exosite FP	mol
-4.2*	C[C@H](CO)N1C[C@H](C)[C@H](CN(C)Cc2ccc(Oc3ccccc3)cc2)Oc2ccc(N(C)C)cc2C1=O
-8.2*	CCCC#Cc1ccc([C@H]2[C@H](CO)N3CCCCN(C(=O)NC4CCCC4)C[C@@H]23)cc1
-4.1*	COc1ccc2c3c([nH]c2c1)[C@H](CO)N(Cc1ccccc1Cl)CC31CN(C(=O)C2CC2)C1
-5.8*	O=C(C1CC1)N1CC(=O)N2[C@@H](CO)[C@H](c3ccc(C#Cc4cccc(F)c4)cc3)[C@@H]2C1
-5.3*	O=C(c1ccccc1)N1CC(=O)N2[C@H](CO)[C@H](c3ccc(C#Cc4ccccc4)cc3)[C@H]2C1

# (list continues)
IDE exosite FP	mol
4.4	N#C[C@@H]1[C@H](c2ccc(C3=CCCCC3)cc2)[C@H](CO)N1C(=O)c1ccccn1
-1	CS(=O)(=O)N1CC(=O)N2[C@H](C1)[C@@H](c1ccc(Br)cc1)[C@@H]2CO
2	CS(=O)(=O)N1[C@H](CO)[C@@H](c2ccccc2)C12CN(Cc1ccccn1)C2
-19*	COc1ccccc1-c1ccc([C@H]2[C@@H](CO)N3CCCCN(C(=O)NC4CCCC4)C[C@H]23)cc1
0.96	C[C@H](NC(=O)C[C@@H]1C=C[C@@H](NC(=O)c2cccnc2)[C@H](CO)O1)c1ccccc1
-2.1	C[C@H](CO)N1C[C@H](C)[C@@H](CN(C)Cc2ccc(Oc3ccccc3)cc2)OCc2ccccc2-c2ccccc2C1=O
2.8	N#C[C@H]1[C@@H](c2ccccc2)[C@H](CO)N1S(=O)(=O)c1ccc(F)cc1
-0.68	C[C@H]1CN([C@@H](C)CO)C(=O)c2ccccc2-c2ccccc2CO[C@H]1CN(C)C(=O)CCC(F)(F)F
0.85	O=C1CN(S(=O)(=O)Cc2ccccc2)C[C@H]2[C@H](c3ccc(C#Cc4cccc(F)c4)cc3)[C@H](CO)N12
-0.92	COc1ccc(S(=O)(=O)Nc2cccc3c2O[C@H](CN(C)CC2CCCCC2)[C@H](C)CN([C@H](C)CO)C3=O)cc1
0.21	Cc1ccc(-c2ccc([C@@H]3[C@H](CO)N4CCCCN(Cc5cncnc5)C[C@@H]34)cc2)cc1
0.8	C[C@@H]1CN([C@@H](C)CO)S(=O)(=O)c2ccc(C#CC(C)(C)O)cc2O[C@H]1CN(C)Cc1ccc(F)cc1
-1.5	COc1ccccc1NC(=O)N1CCCCN2[C@H](CO)[C@H](c3ccc(-c4cccc(C)c4)cc3)[C@H]2C1
0.036	COCC(=O)N1CC(=O)N2[C@@H](CO)[C@H](c3ccc(-c4ccccc4F)cc3)[C@@H]2C1
3.3	CN1CCCCN2[C@H](CO)[C@@H](c3ccc(C#CC4(O)CCCC4)cc3)[C@H]2C1
2.4	O=C(Nc1cccc(F)c1)N1CC(=O)N2[C@H](CO)[C@H](c3ccc(-c4ccc(F)cc4)cc3)[C@@H]2C1
0.16	O=C(c1ccc(F)cc1)N1CC(=O)N2[C@H](CO)[C@H](c3ccc(-c4cccnc4)cc3)[C@@H]2C1
3.4	O=C(Nc1ccccc1)N1CC(=O)N2[C@H](C1)[C@H](c1ccc(C#CC3CC3)cc1)[C@@H]2CO
2.7	N#C[C@@H]1[C@@H](c2ccc(C#CC3CCCCC3)cc2)[C@H](CO)N1C(=O)Nc1ccc(F)cc1
-0.68	Cc1cccc(-c2ccc([C@@H]3[C@@H](CO)N4CCCCN(CCC(F)(F)F)C[C@@H]34)cc2)c1
-2	C/C=C/c1ccc([C@H]2[C@@H](C#N)N(C(=O)Cc3ccccn3)[C@H]2CO)cc1
2.1	O=C(c1cccc(F)c1)N1CC(=O)N2[C@H](CO)[C@@H](c3ccc(C#Cc4ccc(F)cc4)cc3)[C@H]2C1
-1	C[C@H]1CN([C@@H](C)CO)C(=O)c2cccc(NS(=O)(=O)c3cn(C)cn3)c2O[C@H]1CN(C)Cc1ccc(Oc2ccccc2)cc1
2.4	Cc1noc(C)c1S(=O)(=O)N(C)C[C@@H]1OCCCC[C@@H](C)Oc2ccc(NC(=O)CCC(F)(F)F)cc2C(=O)N([C@H](C)CO)C[C@@H]1C
-0.68	CCCNC(=O)N1[C@H](C#N)[C@@H](c2ccccc2-c2ccccc2F)[C@@H]1CO
0.52	Cc1noc(C)c1S(=O)(=O)N(C)C[C@@H]1OCc2ccccc2-c2c(n(C)c3ccccc23)C(=O)N([C@H](C)CO)C[C@H]1C
0.37	CO[C@H]1CN(C)C(=O)c2ccc(NC(=O)c3ccccc3F)cc2OC[C@H](C)N(C)C[C@@H]1C
1.2	C[C@@H]1CN([C@@H](C)CO)C(=O)c2cc(N(C)C)ccc2O[C@@H](C)CCCCO[C@@H]1CN(C)Cc1ccc(C(=O)O)cc1
-0.86	C[C@@H]1CC=CC[C@@H](c2ccccc2)NC(=O)[C@H](C)N(C)C(=O)c2ccccc2O1 (mixture of isomers)
3	O=S(=O)(Cc1ccccc1)N1CCCCN2[C@H](CO)[C@@H](c3ccc(-c4cncnc4)cc3)[C@@H]2C1

# Looked up above.
# C[C@@H]1CC=CC[C@@H](c2ccccc2)NC(=O)[C@H](C)N(C)C(=O)c2ccccc2O1 (mixture of isomers) – IDE exosite FP = -0.86
# CN1CCCCN2[C@H](CO)[C@@H](c3ccc(C#CC4(O)CCCC4)cc3)[C@H]2C1 – IDE exosite FP = 3.3
